# Compound activity (PubChem)
# LYPLA2 counter = LYPLA2 (human) inhibition in PME1 counter-screen; actives 0.38% (n = 320,000); inhibition, % at 5.9 µM; recombinant LYPLA2, FP-Rh probe fluorescence polarization;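 active means inhibition above the screen-wide mean plus 3 SD, limit set per campaign, cut at about 26% in these data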;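 further: 0% = LYPLA2 with DMSO and 100% = wells lacking LYPLA2 enzyme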
# Target sequence (O95372 whole entry, looked up): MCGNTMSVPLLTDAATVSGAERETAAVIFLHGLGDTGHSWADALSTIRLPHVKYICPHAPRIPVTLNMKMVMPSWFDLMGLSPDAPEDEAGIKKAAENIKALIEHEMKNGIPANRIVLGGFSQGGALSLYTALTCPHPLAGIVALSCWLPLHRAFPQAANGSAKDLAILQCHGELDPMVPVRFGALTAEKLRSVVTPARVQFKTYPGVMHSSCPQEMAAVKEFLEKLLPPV
# PAFAH1B3 inh = blocks human PAF acetylhydrolase 1B catalytic subunit 3 | inhibition, % at 3.39 µM | Q15102 | actives 0.28% (n = 340,000) | recombinant PAFAH1B3, FP-rhodamine probe, fluorescence polarization | AID 492972;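 active means inhibition above the screen-wide average of all tested compounds plus 3 SD, cut at about 25% in these data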;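 further: 0% = enzyme with DMSO only and 100% = wells lacking PAFAH1B3 protein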
# Target sequence (Q15102 whole entry, looked up): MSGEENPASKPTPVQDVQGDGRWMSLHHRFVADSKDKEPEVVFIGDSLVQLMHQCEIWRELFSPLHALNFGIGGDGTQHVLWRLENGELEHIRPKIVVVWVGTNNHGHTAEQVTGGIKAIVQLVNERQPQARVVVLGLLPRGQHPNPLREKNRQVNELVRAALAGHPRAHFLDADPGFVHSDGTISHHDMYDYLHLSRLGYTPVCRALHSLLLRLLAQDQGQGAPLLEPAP
# PREPL inhibitor = human PREPL enzyme inhibition; actives 0.68% (n = 320,000); inhibition, % at 5.96 µM; recombinant PREPL, fluorescence polarization activity-based probe; in the data active means inhibition above about 43%;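 further: 0% = enzyme with DMSO and 100% = wells lacking enzyme; many of its hits are not listed in these tables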
# ZTA DNA inh = counter-screen for EBNA-1 inhibitors: inhibitors of Epstein-Barr virus ZTA | ZTA-DNA binding, fluorescence polarization | inhibition, % at 11 µM | actives 0.15% (n = 320,000); in the data active means inhibition above about 33%
# Target sequence (P03206 whole entry, looked up): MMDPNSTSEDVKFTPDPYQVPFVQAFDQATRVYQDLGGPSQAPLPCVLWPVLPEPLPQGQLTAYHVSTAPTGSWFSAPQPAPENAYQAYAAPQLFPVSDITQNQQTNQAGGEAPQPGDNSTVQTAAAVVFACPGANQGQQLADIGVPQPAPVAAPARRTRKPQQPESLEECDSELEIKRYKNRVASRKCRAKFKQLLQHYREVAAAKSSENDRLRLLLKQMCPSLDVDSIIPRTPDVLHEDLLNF
# LYPLA1 counter = counter-screen for PME1 inhibitors: inhibitors of human LYPLA1; O75608; recombinant LYPLA1, FP-Rh probe fluorescence polarization; inhibition, % at 5.9 µM; actives 0.16% (n = 320,000); AID 2174;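 active means inhibition above the mean of all tested compounds plus 3 SD, set per campaign, cut at about 14% in these data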;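 further: inhibitors block serine hydrolase probe labeling of LYPLA1 so polarization falls; 0% = enzyme with DMSO and 100% = wells lacking LYPLA1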
# Target sequence (O75608 whole entry, looked up): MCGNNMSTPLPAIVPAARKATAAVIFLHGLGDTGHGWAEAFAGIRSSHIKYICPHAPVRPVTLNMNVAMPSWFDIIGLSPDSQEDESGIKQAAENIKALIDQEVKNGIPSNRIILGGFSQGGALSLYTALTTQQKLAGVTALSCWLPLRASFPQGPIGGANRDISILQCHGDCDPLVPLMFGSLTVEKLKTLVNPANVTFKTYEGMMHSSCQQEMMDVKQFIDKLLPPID
# pPAFAH inh = inhibitors of human plasma PAF acetylhydrolase (pPAFAH). Q13093. actives 1.5% (n = 330,000). inhibition, % at 3.39 µM. recombinant pPAFAH, FP-rhodamine probe fluorescence polarization;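 active means inhibition above the mean inhibition across the screen plus 3 SD, cut at about 25% in these data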;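 further: inhibitors block binding of the rhodamine activity-based probe so polarization drops; 0% = enzyme with DMSO and 100% = wells lacking pPAFAH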
# PAFAH1B2 FP inh = PAFAH1B2 (human) inhibition; actives 1.2% (n = 340,000); P68402; inhibition, % at 3.39 µM; AID 492953; recombinant PAFAH1B2, FP-rhodamine activity probe, fluorescence polarization;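 active means inhibition above the mean of all tested compounds plus 3 SD, cut at about 24% in these data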;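 further: 0% = enzyme with DMSO and 100% = wells lacking PAFAH1B2; many of its hits are not listed in these tables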
# PAFAH2 inh = PAFAH2 (human) inhibition; Q99487; recombinant PAFAH2, FP-rhodamine activity probe, fluorescence polarization; inhibition, % at 3.39 µM; actives 0.99% (n = 340,000); AID 492956;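 active means inhibition above the mean over all tested compounds plus 3 SD, cut at about 30% in these data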;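 further: inhibitors block probe labeling of enzyme so polarization drops; 0% = enzyme with DMSO and 100% = wells lacking PAFAH2 protein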
# EBNA-1 inhibitor = blocks EBNA-1 binding to DNA | actives 0.34% (n = 300,000) | inhibition, % at 14.8 µM | EBNA-1 DNA binding, fluorescence polarization; in the data active means inhibition above about 28%
# * marks the source's active call; other numbers are inactive results; . = no result given. Only part of the results is shown (hit frequency here may not be typical).
# Start of the data: the first 2 records, to show the layout:
Structure	PREPL inhibitor	EBNA-1 inhibitor	ZTA DNA inh	pPAFAH inh	PAFAH2 inh	PAFAH1B2 FP inh	PAFAH1B3 inh	LYPLA1 counter	LYPLA2 counter
O=C(COC(=O)c1ccc(O)cc1)NCC1COc2ccccc2O1 (configuration not stated)	-9	.	-4	3	32*	-3	4	-1	-5
Cc1cc(C)cc(NC(=O)C2CCC(CNC(=O)[C@@H]3Cc4ccccc4CN3)CC2)c1 (some centres not stated)	-21	6	-7	6	0	0	-1	-1	-2

# Results, repeating the preview:
Structure	PREPL inhibitor	EBNA-1 inhibitor	ZTA DNA inh	pPAFAH inh	PAFAH2 inh	PAFAH1B2 FP inh	PAFAH1B3 inh	LYPLA1 counter	LYPLA2 counter
O=C(COC(=O)c1ccc(O)cc1)NCC1COc2ccccc2O1 (configuration not stated)	-9	.	-4	3	32*	-3	4	-1	-5
Cc1cc(C)cc(NC(=O)C2CCC(CNC(=O)[C@@H]3Cc4ccccc4CN3)CC2)c1 (some centres not stated)	-21	6	-7	6	0	0	-1	-1	-2
C/C(=N\NC(=O)Cc1ccc(Br)cc1)c1cccnc1	-13	9	7	4	-3	6	2	0	7
CCCCCn1c(N2CCCC2)nc2c1c(=O)n(C)c(=O)n2C	4	2	-9	-3	3	-2	-1	0	-5
CCOC(=O)c1cnn2c(C(F)F)cc(C3CC3)nc12	0	-4	-3	1	6	2	1	-5	-4
CCOC(=O)N1CCN(c2ccc(C(F)(F)F)cn2)CC1	3	-3	-4	1	2	1	1	0	9
CC(C(=O)Nc1ccc2[nH]c(=O)[nH]c2c1)N1CCN(Cc2ccc3c(c2)OCO3)CC1 (configuration not stated)	16	.	-3	4	1	2	-3	-2	3
CCc1ccc2[nH]c(=O)c(CN(CCN(C)C)C(=O)Nc3ccccc3OC)cc2c1	5	-4	-2	0	4	-1	4	4	6
CS(=O)(=O)c1ccc(Cl)c(NC(=O)C2CC(=O)N(c3ccc4c(c3)OCCO4)C2)c1 (configuration not stated)	-5	-5	-15	1	0	3	5	2	0
Cn1c(N)cc(-c2ccc(F)cc2)c(C#N)c1=O	3	5	10	-1	-3	3	14	5	1
CCNC(=O)Nn1c(-c2ccccc2)nc2ccccc2c1=O	3	-14	-9	0	0	-1	4	-2	11
Cc1c(Cl)cccc1NC(=S)N1CCN(S(=O)(=O)c2cccs2)CC1	-3	-5	-3	2	11	5	8	-3	2
Cc1ccc(NC(=O)COC(=O)CN2C(=O)NC(C)(C)C2=O)cc1S(=O)(=O)N1CCOCC1	1	2	-14	1	-1	-1	5	0	2
O=C(CN1C(=O)NC2(CCc3ccccc32)C1=O)c1ccc(Cl)cc1 (configuration not stated)	-3	4	7	4	-1	0	3	-1	-1
Cc1cccc(Oc2ncc(-c3ccc(Cl)cc3)cn2)c1C	3	0	3	10	-2	-2	8	-2	-1
Cc1ccc(S(=O)(=O)N2CC=C(C(=O)NC3CC3)CC2)cc1	6	-11	14	2	-1	8	6	-3	-1
O=C(CCNC(=O)c1ccco1)NCc1ccc(C(=O)O)cc1	36	.	.	0	4	6	6	.	.
Cc1ccc(S(=O)(=O)C(CNC(=O)C(C)C)c2cccs2)cc1 (configuration not stated)	0	0	0	0	3	3	-1	-3	1
CCCCN(C)C(=O)c1ccc(S(=O)(=O)N2CCOCC2)cc1	-1	-3	10	3	-7	1	4	-2	5
CSCCC(NC(=O)COc1ccccc1)C(=O)N1CC(C)OC(C)C1 (configuration not stated)	6	.	-1	3	4	-2	-4	0	6
CCC(CC)C(=O)NCCCN1CCOCC1	9	-2	8	2	-3	-1	1	1	0
Cc1cc(C)cc(NC(=O)Cc2ccc(NC3=NC4CS(=O)(=O)CC4S3)cc2)c1 (configuration not stated)	-15	1	2	-4	2	-2	7	4	3
Cc1nc2ccccc2c2oc(C(=O)NC3CC3)cc12	15	1	-5	-1	5	-3	-1	1	2
Nc1nc(NCc2ccco2)nc(N2CCCCC2)c1[N+](=O)[O-]	8	4	4	14	-4	-3	1	3	12
COc1ccccc1C(=O)Nc1ccc2c(c1)nc(CCNC(C)=O)n2C	5	7	6	3	-8	-3	-8	-4	-1
O=C(Nc1ccc(Cl)cc1)c1sccc1-n1cccc1	-7	0	-6	6	-1	14	17	-3	-4
Cc1ccc(NC2=CC(=O)OC(C)C2)cc1 (configuration not stated)	2	-3	-6	3	8	4	4	1	11
CC(C)=C1C2CCC1C(C(=O)NCCc1ccccc1)C2C(=O)O (configuration not stated)	5	3	4	-2	-2	3	4	-3	-2
COc1ccc(OCCSc2nnc(-c3ccc(OC)cc3)n2N)cc1	4	1	-1	0	6	-3	3	-1	-2
COC(=O)c1[nH]c2cccc(OC)c2c1NC(=O)CN1CCC(C(N)=O)(N2CCCCC2)CC1	-3	1	-10	3	2	-1	1	5	4
COc1ccccc1CC(=O)NNC(=O)CN(C)S(=O)(=O)c1ccc(Cl)cc1	9	-11	-6	3	2	7	8	2	0
CN1C(=O)CC(N2CCN(c3ncccn3)CC2)C1=O (configuration not stated)	5	15	-2	2	3	8	7	0	-3
COc1ccc(N2C(=O)C3[C@@H](C2=O)C2(Cl)C(Cl)=C(Cl)C3(Cl)C2(OC)OC)cc1 (some centres not stated)	5	0	-2	4	33*	4	-1	-4	-2
C=CCC[C@@H](Cc1ccc(F)cc1)C(=O)OC[C@@H](Cc1c[nH]c2ccccc12)NC(=O)[C@@H](CC=C)CC(=O)N[C@@H](CO)Cc1ccccc1	6	.	.	11	-5	8	4	.	.
Cc1nc(N2CCN(c3ccccc3)CC2)[nH]c(=O)c1Cc1ccccc1	13	-10	2	1	5	0	4	1	6
Cc1ccccc1NC(=O)N1CCCC(c2nc(-c3ccc(F)cc3)no2)C1 (configuration not stated)	13	-5	2	7	10	0	4	3	4
CCCCCOC(=O)C1C(c2ccccc2)C(C(=O)O)C1c1ccccc1 (configuration not stated)	-5	-6	13	4	7	4	14	1	4
CCCc1c(C)nc(N2CCN(c3ccccc3OC)CC2)[nH]c1=O	8	-9	10	1	-4	0	3	-1	-3
CC(C)c1nc(-c2c(N)n(C)c(=O)n(C)c2=O)sc1C(=O)C(C)(C)C	5	3	-8	8	-7	-3	7	-4	0
O=C1C2=C(SCCS2)C(=O)N1c1ccccc1	4	-5	-7	6	-5	1	-2	3	1
CCCN(CCc1ccccc1)C1CCc2c(O)cccc2C1 (configuration not stated)	-10	5	4	3	2	-2	16	1	-1
COc1ccc(-n2nc(C(=O)NCC(=O)NCCCN3CC(C)CC(C)C3)c3ccccc3c2=O)cc1 (configuration not stated)	0	1	-8	-2	6	4	8	-1	1
O=C(Nc1ncccc1Cl)c1cccc(F)c1	9	-5	1	1	5	2	5	2	5
CC(=O)Nc1ccc(/C=N/NC(=O)c2cccs2)cc1	17	5	15	-4	5	3	2	-1	-14
COc1ccc(CCn2c(C)cc(C(=O)CCl)c2C)cc1OC	-3	-1	18	2	10	4	10	1	3
CCOc1ccccc1CNc1nnnn1C	-2	10	1	-1	-1	4	19	2	2
Cc1cc2cc(C(c3nnnn3Cc3ccco3)N3CCc4ccccc43)c(=O)[nH]c2cc1C (configuration not stated)	-4	-2	-21	30*	11	3	7	-1	5
Cc1ccc(OCCN2CCCC2)cc1	3	7	13	4	5	-1	7	0	-1
O=C(N/N=C/c1cccc(OC2CSC2)c1)c1ccccc1O	19	-10	1	4	2	2	-1	-2	-9
Nc1cnc(-c2ccccc2)nc1Cl	4	1	-6	5	5	8	4	-2	1
O=C(c1ccccc1)N1CCN(C(=O)c2ccccc2)C1c1ccccc1	-5	-3	-2	-1	-5	1	6	-1	1
Cc1ccc(/C=N/NC(=O)Cn2nc(C)c([N+](=O)[O-])c2C)o1	5	11	-10	1	9	5	4	6	3
O=C(OCCCOC(=O)c1ccc([N+](=O)[O-])o1)c1ccc([N+](=O)[O-])o1	3	8	6	2	6	4	13	2	13
COc1cc(C(=O)NC(=S)Nc2ccc3c(c2)OCO3)cc(OC)c1OC	4	-2	-7	0	.	.	.	-2	-3
CCCCn1nc(C(=O)N2CCN(S(=O)(=O)c3ccccc3)CC2)c2ccccc2c1=O	8	-8	-17	0	1	14	5	4	10
CCc1cc2c(SCC(=O)Nc3cc(C)on3)ncnc2s1	-3	0	-11	8	1	2	0	4	-10
COC(=O)c1sc(S(=O)(=O)Nc2ccc3cn[nH]c3c2)c(C(=O)OC)c1C	8	-4	-19	0	-12	2	7	1	3
CC(=O)Nc1ccc(NC(=O)c2c(-c3ccccc3Cl)noc2C)c(C)c1	10	-5	-2	5	-4	1	1	-1	1
CCCC(=O)Nc1nnc(S(=O)(=O)N(C)Cc2ccco2)s1	3	7	7	7	5	3	4	3	4
Cc1ccc(NC(=O)NC(=O)CSc2nnc(-c3ccc(Cl)cc3Cl)n2N)c(C)c1	-13	1	-1	4	-1	2	-1	0	-3

# Other structures follow.
Structure	PREPL inhibitor	EBNA-1 inhibitor	ZTA DNA inh	pPAFAH inh	PAFAH2 inh	PAFAH1B2 FP inh	PAFAH1B3 inh	LYPLA1 counter	LYPLA2 counter
O=C(Nc1ccn(Cc2ccccc2)n1)c1ccc(F)cc1	-4	0	-11	2	-10	0	7	-6	-4
Cc1ccccc1N(C(=O)CNC(=O)c1ccco1)C(C(=O)NC1CCCCC1)c1ccncc1 (configuration not stated)	3	-8	3	4	10	4	2	-6	-5
COc1ccc(C(Nc2cccc([N+](=O)[O-])c2)P(=O)(OC(C)C)OC(C)C)cc1 (configuration not stated)	8	10	-4	7	1	0	-4	-1	2
CCCCN(CC)S(=O)(=O)N1CCC(C(=O)NCc2ccc(F)cc2)CC1	7	-12	-7	-3	5	3	5	-2	0
Cc1ccc(C)c(N(CC(=O)NC(C)C)C(=O)CCC(=O)Nc2ccccn2)c1	4	-1	-9	1	-11	0	-2	-5	-6
Nc1ncnc2c1ncn2CCc1ccccc1	11	-8	-7	6	4	-2	8	-1	4
O=C(Nc1ccccc1Cl)c1ccccc1Oc1ccc(C(F)(F)F)cc1[N+](=O)[O-]	11	-19	7	1	3	0	8	-7	-13
COc1ccccc1N1CCN(C(=O)CSc2nc3ccccc3o2)CC1	10	3	8	1	9	2	1	0	6
N=C(N)N1CCN(Cc2ccccc2)CC1	18	-1	-7	0	.	.	.	4	-4
CCOC(=O)c1nc(NNC(=O)c2ccc([N+](=O)[O-])cc2)sc1C	6	-2	-1	3	5	3	10	8	3
COc1cc(/C=N/NC(=O)Cn2nnc3ccccc32)ccc1O	7	1	-17	0	-1	4	-2	1	5
Cc1ccc2c(c1)c1c(n2CC(O)CNC2CCCC2)CCCC1 (configuration not stated)	41	-4	-13	13	-4	4	2	6	9
CCOc1ccc(CNC(=O)CS(=O)(=O)Cc2nc(-c3ccc(OC)cc3)oc2C)cc1	-7	-12	10	-4	-13	4	-1	-2	2
Cc1ccc(Cn2nnc3c(=O)[nH]c(C4CCN(C(=O)c5cccs5)CC4)nc32)cc1	3	-11	-11	-1	-3	5	5	2	3
Cc1nnc(SCc2cccc(Cl)c2)n(N)c1=O	-6	5	11	-1	0	2	0	-1	12
Cc1ccc2nc(SCc3nnc(-c4ccccc4Br)o3)[nH]c2c1	-22	5	7	8	4	-2	-4	-2	-4
CCOc1cc(/C=C2\CN(CC)C/C(=C\c3ccc(O)c(OCC)c3)C2=O)ccc1O	7	8	11	2	-5	2	-2	-5	-5
CC1CCC(NS(=O)(=O)c2ccc3c(c2)CC(=O)N3)CC1 (configuration not stated)	-2	-8	-3	6	0	3	6	1	-6
CCCN(Cc1nnc(-c2cccs2)o1)C(=O)CN1C(=O)NC2(CCCCC2C)C1=O (configuration not stated)	8	.	0	-2	2	-3	-1	0	-4
